PI4K2A block: PI4K2A (human) kinase inhibition; 420,000 compounds, 0.13% hits; purified PI4K2A, ADP-Glo luminescence, 1 h; active compounds read low; Q9BTU6; activity change, negative = inhibition, % at 76.9 µM; in the data active = activity change below about -50%; inconclusive = mostly about -30% to -49%;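 also: -100% = wells without enzyme as full effect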
Target sequence (Q9BTU6 whole entry, looked up): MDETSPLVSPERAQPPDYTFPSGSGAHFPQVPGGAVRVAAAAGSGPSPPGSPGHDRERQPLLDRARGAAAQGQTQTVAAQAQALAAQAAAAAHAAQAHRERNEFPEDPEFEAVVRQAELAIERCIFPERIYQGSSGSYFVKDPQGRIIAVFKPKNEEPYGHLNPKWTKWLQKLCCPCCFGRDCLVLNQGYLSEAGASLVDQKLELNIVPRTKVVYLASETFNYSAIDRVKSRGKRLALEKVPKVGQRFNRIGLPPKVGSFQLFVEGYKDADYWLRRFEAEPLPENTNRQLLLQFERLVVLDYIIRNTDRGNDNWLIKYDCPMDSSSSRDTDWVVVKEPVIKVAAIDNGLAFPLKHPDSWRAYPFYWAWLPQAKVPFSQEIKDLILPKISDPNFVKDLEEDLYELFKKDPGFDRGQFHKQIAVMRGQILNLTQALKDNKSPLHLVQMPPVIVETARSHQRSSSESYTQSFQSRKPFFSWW
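In this quantitative HTS, ADP production by PI4K2A was quantified luminescently after 1 h at ambient temperature; 100 microM adenosine served as plate-quality control.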
Active calls of the source: *; ? = inconclusive; & = joins results of further samples. Only part of the results is shown (hit frequency here may not be typical).

SMILES	PI4K2A block
CC1CCC2(CCC(=O)N2CCCOC(=O)NC(C)(C)C)CC1 (stereo unspecified)	0
Cc1ccc(CNC[C@@]23CO[C@H](c4ccc(Cl)cc4)N2[C@@H](c2ccc(Cl)cc2)SC3)o1	-2
CC(C)C[C@H](NC(=O)/C=C/[C@H]1O[C@@H](n2ccc(=O)[nH]c2=O)[C@H](O)[C@@H]1O)C(=O)O	1
COC(=O)C1=CN(c2ccc(N3CCOCC3)cc2)C(N)=C(C#N)C1c1cccc(OC)c1OC (stereo unspecified)	2
CCOC(=O)[C@]12CCCC=C1N(CCCOC)C(=O)[C@@H]2CC(=O)NCCc1ccccc1OC	-1
CCCCOCCCNC(=O)C[C@H]1C[C@@]2(C(=O)OC)C(=C[C@H](C(C)(C)C)O[C@@H]2C)N(Cc2ccco2)C1=O	3
OC[C@@H]1CN(Cc2cccs2)C[C@H](n2cnc3c(N4CCOCC4)ncnc32)O1	-5
CCCCNC(=O)C1(C)CCN1C(=O)c1ccc(C(F)(F)F)nc1C (stereo unspecified)	2
CCCNC(=O)C1(C)CCN(C(=O)c2ccc(OC(F)F)cc2)C1 (stereo unspecified)	5
Cc1ccc2c(c1)C(CS(=O)(=O)NC1CCCC1)NC2 (stereo unspecified)	-3
Cc1ccccc1Cn1cc(CN2[C@H](CC(C)C)COc3cc(Br)ccc3S2(=O)=O)nn1	-1
CCc1nc2ccc(C(=O)N3CCN(C)CC3)cn2c1N(C)CCCc1ccccc1	-3
CCN(CC)C(=O)CC[C@H]1CC[C@]2(CCCN(c3ccccc3)C2)O1	-4
NC(Cc1ccc(Cl)cc1)c1csc(NC(=O)Nc2ccccc2)n1 (stereo unspecified)	2
O=C(NC1CCCCN(Cc2ccc(Cl)cc2)C1=O)c1ccc(-c2ccccc2)cc1 (stereo unspecified)	5
O=C(NCc1ccco1)c1cccc(-c2cncc3nccn23)c1	-4
NC(c1csc(Nc2nncc3ccccc23)n1)c1ccccc1Cl (stereo unspecified)	-7
CC(C)(C)c1ccc(C(=O)N2CCC2(C)C(=O)Nc2cnc3ccccc3c2)cc1 (stereo unspecified)	-1
COCCNC(=O)C1(C)CCCN(C(=O)c2ccco2)C1 (stereo unspecified)	2
O=C1C[C@@H](O)[C@H](O)c2cccc(O)c21	-13
COc1ccccc1N(C)c1cc2c(c3c1ccn3C)C1CCC2C1 (stereo unspecified)	1
Cc1c(C(=O)NCc2ccc3c(c2)OCCO3)sc(=O)n1Cc1ccccc1F	15
CCCNC(=O)C1(C)CCN(Cc2ccc3ccccc3c2Br)C1 (stereo unspecified)	3
CCCNC(=O)C1(C)CCCN(C(=O)c2cccc(C#N)c2)C1 (stereo unspecified)	-1
Nn1c(SCC(=O)Nc2ccccc2-c2ccccc2)nnc1-c1cc(-c2ccccc2)n[nH]1	4
CC(C)c1ccc(NC(=O)C2Cc3c(-c4cccc(F)c4)ccnc3O2)cc1 (stereo unspecified)	0
CCc1nc2ccc(C(=O)Nc3ccc(OC)c(OC)c3)cn2c1N(C)Cc1ccc(N(C)C)cc1	-2
Cc1c(C(=O)NCc2ccccc2C(F)(F)F)sc(=O)n1Cc1ccccc1C#N	-1
CCCCNC(=O)c1ccc2nc(CC)c(N(CC)CCOC)n2c1	-3
CC(C)c1ccc(NC(=O)C2(C)Cc3c(-c4ccc5c(c4)OCO5)ccnc3O2)cc1 (stereo unspecified)	-6
COC(=O)[C@]12CCCCC=C1N(CCC1=CCCCC1)C(=O)[C@H](CC(=O)NCc1ccccc1)C2	-3
Cn1c(NCCc2ccncc2)nc2cc(-c3cccc(Cl)c3)sc2c1=O	-2
O=C(Nc1nnc([C@@H]2C[C@H](O)[C@@H](CO)O2)s1)Nc1cccc(Cl)c1Cl	0
O=C1c2ccccc2C(c2nnnn2Cc2ccccc2)N1Cc1cccc(F)c1 (stereo unspecified)	-3&-4
CCNC(=O)C1CCCN(C(=O)c2cccc(Cl)c2)CC1 (stereo unspecified)	4
CCOC(=O)[C@]12CCC=C1N(Cc1cccc3ccccc13)C(=O)[C@H](CC(=O)N1CCCC1)C2	0

Some of these compounds in order of number of heavy atoms, low to high:
SMILES	PI4K2A block
COc1ccccc1N(C)c1cc2c(c3c1ccn3C)C1CCC2C1 (stereo unspecified)	1
CC(C)(C)c1ccc(C(=O)N2CCC2(C)C(=O)Nc2cnc3ccccc3c2)cc1 (stereo unspecified)	-1
O=C(NC1CCCCN(Cc2ccc(Cl)cc2)C1=O)c1ccc(-c2ccccc2)cc1 (stereo unspecified)	5
CCCCOCCCNC(=O)C[C@H]1C[C@@]2(C(=O)OC)C(=C[C@H](C(C)(C)C)O[C@@H]2C)N(Cc2ccco2)C1=O	3

(further entries)
SMILES	PI4K2A block
CC(C)(C)NC(=O)C(c1ccc(-c2ccccc2)cc1)n1c(=O)c(-c2cc3ccccc3[nH]2)nc2ccccc21 (stereo unspecified)	4
COc1ccc(OC)c(NC(=O)C2(C)CCN2C(=O)C2(c3ccc(Cl)cc3)CCC2)c1 (stereo unspecified)	2
Cc1cccc(-c2cccc3c4c([nH]c23)[C@@H]2C[C@H]3[C@@H](C(=O)N2CC4)[C@H](C)ON3C)c1	5
CCn1c(COc2ccc(Cl)cc2)nnc1SCC(=O)Nc1ccccc1-c1ccccc1	3
COc1ccccc1CNC(=O)C[C@H]1CC[C@H]2[C@H](COc3ccc(NS(=O)(=O)c4ccc(C)cc4)cc3C(=O)N2C)O1	-3
Cc1nc2ccc(CN(C)c3ccc(C(=O)N[C@@H](CCC(=O)O)C(=O)O)s3)cc2c(=O)[nH]1	2
COc1cccc(-c2csc(Nc3ccc(Oc4ccccc4)cc3)n2)c1	-5
CN(C)c1cccc(/C=C2\CC3(OC(=O)C4CCCC4)CCCN2C3)c1 (stereo unspecified)	-4
COc1cccc(C(C)(O)c2nc(-c3ccc(Cl)cc3)cs2)c1 (stereo unspecified)	5
CC1CC(C)CN(CCCNS(=O)(=O)c2cc3c(cc2Br)CCN3C(=O)C2CC2)C1 (stereo unspecified)	-3
COC(=O)c1cnn(-c2ccc(F)cc2F)c1/C=N/NC(=S)Nc1ccccc1	-6
NC(=O)C1CCN(c2ncc(Br)s2)CC1	-8
CC(C)(C)NC(=O)C(c1cccc2ccccc12)n1c(=O)c(-c2cc3ccccc3[nH]2)nc2ccccc21 (stereo unspecified)	1
CN(C)C(=O)c1cc2c(c(-c3cccc(C4=CCCCC4)c3)n1)[C@@H](CCO)N(S(=O)C(C)(C)C)C2 (stereo partly specified)	-3
Cc1cc(C(=O)Nc2ccc(F)cc2)n(-c2ccccc2)n1	-1
CC1(C(=O)NCc2ccccc2)CSCC(=O)N1Cc1cccc(F)c1 (stereo unspecified)	-3
COc1cc(OC)nc(C(NC(=O)C2CCN(Cc3ccc(N(C)C)cc3)CC2)c2ccc(F)cc2)n1 (stereo unspecified)	4
COc1ccc(CNC(=O)Nc2nc(C(N)Cc3ccc(Cl)cc3)cs2)cc1 (stereo unspecified)	4
O=C(CNC(=O)OCc1ccccc1)NCC(=O)NC(Cc1c[nH]c2ccccc12)C(=O)O (stereo unspecified)	-6
CSCCC(C(=O)NC1CCCC1)n1c(C2CC2)nc2ccccc21 (stereo unspecified)	-1
COc1cc(CN2C[C@@H](CO)O[C@@H](n3cnc4c(NCCCO)ncnc43)C2)cc(OC)c1OC	0
CCC[C@H]1[C@@H](O)CC[C@@]23CCCN2C(=O)CCC[C@@H]13	-1
CCCCn1nnnc1C(c1cc2ccccc2o1)N(CCC#N)Cc1ccccc1 (stereo unspecified)	1
Cc1nc2ccc(C(=O)N3CCN(C(=O)C(Cl)Cl)CC3)cc2n1C1CCCC1	-1
C[C@@H]1CCN(C2CC2)S(=O)(=O)c2c(cccc2N2CCC[C@@H]2CO)O1	-1
CN(Cc1ccccc1F)C(=O)C1CCCN(c2ncccn2)C1 (stereo unspecified)	2
CC(C)(C)C(=O)NC1CCCCN(Cc2cccc(C(F)(F)F)c2)C1=O (stereo unspecified)	0
COC(=O)/C=C1\OC(C2CC2)c2ccccc21 (stereo unspecified)	2
COc1cc(NC(=O)[C@@H]2O[C@H](CO)[C@@H](O)[C@H]2O)cc(OC)c1OC	1
O=C(CSc1nnc(-c2ccc(Cl)cc2)n1Cc1ccco1)Nc1cccc2ccccc12	0
COc1ccc(Cl)cc1-c1cc(C(=O)NCc2ccc(C(F)(F)F)cc2)[nH]n1	-1
CCCC[C@@H]1Cc2[nH][nH]c(=O)c2[C@H](c2ccc(C(C)C)cc2)O1	-4
O=C(CSc1nnc(-c2ccccc2F)n1-c1ccccc1)c1ccc2ccccc2c1	18
CCc1nc2c(OCc3ccc(OC(F)F)cc3)cccn2c1N(C)C(=O)c1ccc(OC)cc1	3
CCCNC(=O)C1(C)CCN(C(=O)Cc2ccc(OC)c(OC)c2)C1 (stereo unspecified)	5
CC[C@@H](CCCCCC#N)CCC(=O)N(c1ccccc1)c1ccccc1	2
O=C(c1ccco1)N1CCN(C2CN(C3CCCC3)S(=O)(=O)C2)CC1 (stereo unspecified)	1
CCCC(=O)N1CCCC1(C)C(=O)Nc1cc(OC)ccc1OC (stereo unspecified)	1
COc1ccc(Cc2c(-c3ccc(C)cc3)nc3ccc(Cl)cn23)c(C)c1	2
O=C(NC(c1ccc(-c2ccccc2)cc1)c1cnccn1)C1CCN(CCOc2ccc(Cl)cc2Cl)CC1 (stereo unspecified)	4
CCOC(=O)[C@]12CCC=C1N(Cc1cccc3ccccc13)C(=O)[C@H](CC(=O)N1CCOCC1)C2	1
CCOC(=O)C(=O)N(C)c1c(CC)nc2c(OCc3ccc(OC)cc3)cccn12	-4
Cc1cc2nc(-c3ccc(Cl)cc3)c(CC3CCCCC3)n2c(C)c1Br	5
C=CCN1[C@H](CO)[C@H](c2ccc(C#CC3(O)CCCC3)cc2)[C@@H]1C#N	?
CC(C)(C)c1ccc(S(=O)(=O)NC(=O)C2(C)CCN2C(=O)Cc2cccs2)cc1 (stereo unspecified)	-1
CCOC(=O)[C@]12CCCC=C1N(Cc1ccc3c(c1)OCO3)C(=O)[C@H](CC(=O)NCc1cccs1)C2	-8
COc1ccc(-c2nnc3n2N=C(c2cccc([N+](=O)[O-])c2)CS3)cc1	-2
CC(=O)C[C@@H]1OC2CCCCC2N1S(=O)(=O)c1ccc(C)cc1 (stereo partly specified)	-2
CCc1nc2c(OCC3CCCCC3)cccn2c1N(C=O)Cc1ccc(OC)cc1	7
O=C(N[C@H]1CC[C@H](CC(=O)N2CCCCC2)O[C@@H]1CO)c1cccc(F)c1	6
C[C@@H]1CN([C@H](C)CO)C(=O)CCCn2cc(nn2)CO[C@H]1CN(C)C(=O)c1ccc(N2CCN(C)CC2)cc1	2
c1ccc2c(c1)N=C(N1CCN(Cc3ccc4c(c3)OCO4)CC1)c1ccccc1S2	4
O=C(Nc1ccc(Cl)cc1)c1csc([C@@H]2O[C@H](CO)[C@H](O)[C@H](O)[C@H]2O)n1	0
COC(=O)/C=C1\OCc2cc(OCc3ccccc3)ccc21	0
FC(F)(F)c1ccc2nc(CNc3nc(N4CCOCC4)nc4c3ncn4-c3ccsc3)[nH]c2c1	-3
CCOC(=O)C1CCCN(C(=O)c2cccnc2Oc2ccccc2)CC1 (stereo unspecified)	-3
OC[C@H]1O[C@@H](c2nc3ccc(-c4nc(-c5cccs5)no4)cc3[nH]2)C[C@@H]1O	-5
CNc1ncnc2c1ncn2[C@H]1CN(CCN2CCOCC2)C[C@@H](CO)O1	-3
COc1cc(Cn2c3ccc(NC(=O)CCc4ccc(O)cc4)cc3c(=O)n2C)ccc1F	-3
CCn1c2ccccc2c2cc(NC(=O)COC(=O)c3ccc(F)cc3Cl)ccc21	3
Carrying on.
SMILES	PI4K2A block
COC(=O)c1cc(-c2cccc3c2sc2ccccc23)c(=O)n2c1CCC2	0
CC(C)(C)OC(=O)[C@H](Cc1ccccc1)NCC(=O)OCc1ccc(C(=O)NCc2ccccc2)cc1	7
N#CC(c1ccccc1)c1ccc([N+](=O)[O-])cc1 (stereo unspecified)	1
CN(Cc1ccccc1)c1cc2c(c3c1ccn3C)C1CCC2C1 (stereo unspecified)	0
Cc1ccccc1CN1C(=O)C(C)Sc2ccc(-c3ccco3)cc21 (stereo unspecified)	-6
CCCC[C@H]1C2CC(OC(=O)Nc3ccc4c(c3)OCO4)C(C2)[C@H]2CCCCN21 (stereo partly specified)	4
CC(c1nc2ccccc2[nH]1)n1c(=O)c(-c2cccs2)nc2ccccc21 (stereo unspecified)	3
Cc1cc(-c2n[nH]c(=S)n2N=Cc2cc(Br)ccc2F)n[nH]1	-3
CCCCNC(=O)C1C(c2ccc(OC)cc2)=Nc2ccccc2N1C(=O)Cc1cc(OC)cc(OC)c1 (stereo unspecified)	-11
Cc1ccccc1S(=O)(=O)NC(=O)C1(C)CCN1C(=O)Cc1ccc(Cl)cc1Cl (stereo unspecified)	-1

In the list so far, 13 contain an NH in an aromatic ring.
SMILES	PI4K2A block
CC(C)C[C@H](NC(=O)/C=C/[C@H]1O[C@@H](n2ccc(=O)[nH]c2=O)[C@H](O)[C@@H]1O)C(=O)O	1
Nn1c(SCC(=O)Nc2ccccc2-c2ccccc2)nnc1-c1cc(-c2ccccc2)n[nH]1	4
CC(C)(C)NC(=O)C(c1ccc(-c2ccccc2)cc1)n1c(=O)c(-c2cc3ccccc3[nH]2)nc2ccccc21 (stereo unspecified)	4
Cc1cccc(-c2cccc3c4c([nH]c23)[C@@H]2C[C@H]3[C@@H](C(=O)N2CC4)[C@H](C)ON3C)c1	5
Cc1nc2ccc(CN(C)c3ccc(C(=O)N[C@@H](CCC(=O)O)C(=O)O)s3)cc2c(=O)[nH]1	2
CC(C)(C)NC(=O)C(c1cccc2ccccc12)n1c(=O)c(-c2cc3ccccc3[nH]2)nc2ccccc21 (stereo unspecified)	1
O=C(CNC(=O)OCc1ccccc1)NCC(=O)NC(Cc1c[nH]c2ccccc12)C(=O)O (stereo unspecified)	-6
COc1ccc(Cl)cc1-c1cc(C(=O)NCc2ccc(C(F)(F)F)cc2)[nH]n1	-1
CCCC[C@@H]1Cc2[nH][nH]c(=O)c2[C@H](c2ccc(C(C)C)cc2)O1	-4
FC(F)(F)c1ccc2nc(CNc3nc(N4CCOCC4)nc4c3ncn4-c3ccsc3)[nH]c2c1	-3
OC[C@H]1O[C@@H](c2nc3ccc(-c4nc(-c5cccs5)no4)cc3[nH]2)C[C@@H]1O	-5
CC(c1nc2ccccc2[nH]1)n1c(=O)c(-c2cccs2)nc2ccccc21 (stereo unspecified)	3
Cc1cc(-c2n[nH]c(=S)n2N=Cc2cc(Br)ccc2F)n[nH]1	-3
